Compound activity: PubChem BioAssay, Broad Institute
E-sel inducer – E-selectin induction in HUVECs, primary screen, imaging, HUVEC, immunofluorescence imaging, single point; activation, % at 7.58 µM; AID 686992, 2013; normalized: neutral wells 0, TNF-alpha wells 100; 260,000 compounds, 0.37% hits; P16581;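 active = mean E-selectin-positive cell signal at least 10% of the positive control, reached in at least 60% of replicates, without over 20% cell loss; inconclusive = no rule given, readout overlaps actives, possibly toxicity-flagged; inactive = the rest, including those meeting only one limit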;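 note: in these data hits start at about 27%; measured in HUVEC primary endothelial cells; signal is the percent of cells scored E-selectin positive by PE staining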
Target sequence (P16581 whole entry, looked up): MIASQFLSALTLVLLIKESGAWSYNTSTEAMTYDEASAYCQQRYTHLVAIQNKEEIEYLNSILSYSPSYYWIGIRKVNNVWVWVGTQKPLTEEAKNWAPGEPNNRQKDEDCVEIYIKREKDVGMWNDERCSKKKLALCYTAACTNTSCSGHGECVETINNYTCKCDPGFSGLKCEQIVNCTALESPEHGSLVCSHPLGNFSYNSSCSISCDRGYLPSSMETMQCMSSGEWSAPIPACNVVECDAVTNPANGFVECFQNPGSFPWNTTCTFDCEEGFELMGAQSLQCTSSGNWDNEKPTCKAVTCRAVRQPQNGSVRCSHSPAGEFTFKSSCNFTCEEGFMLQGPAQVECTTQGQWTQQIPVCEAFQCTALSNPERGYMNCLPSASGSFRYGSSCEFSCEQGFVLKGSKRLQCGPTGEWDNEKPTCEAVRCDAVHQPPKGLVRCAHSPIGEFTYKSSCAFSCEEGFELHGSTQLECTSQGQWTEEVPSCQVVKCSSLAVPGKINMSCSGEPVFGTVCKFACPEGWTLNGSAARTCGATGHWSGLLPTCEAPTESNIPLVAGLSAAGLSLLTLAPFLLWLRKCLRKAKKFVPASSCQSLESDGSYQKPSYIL
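Assay system: HUVEC primary endothelial cells. Input: 3,000 HUVEC seeded per well. Doses: one compound dose added by pin transfer. Read-out basis: % PE-positive cells. Benchmarks: TNF-alpha high, DMSO low. Detection: immunofluorescence imaging. Buffer or medium: EGM-2, gelatin.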
ERAP1 inh – human ERAP1 aminopeptidase inhibitors, primary screen, biochemical, single point, plate reader; Endoplasmic reticulum aminopeptidase 1 (Homo sapiens), Q9NZ08; recombinant ERAP1, Leu-AMC fluorescence, 60 min; inhibition, % at 10.7 µM; 340,000 compounds, 0.15% hits;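 active = mean replicate inhibition of at least 30%, or all replicates individually reaching that 30% level; inactive = mean below 30% and not every replicate reaching it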;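 note: 0% = neutral control wells and 100% = L-leucinethiol positive control wells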
ERp5 block – inhibitors of ERp5-driven insulin aggregation, primary screen, biochemical, turbidity, absorbance 650 nm, single point | Protein disulfide-isomerase A6 (Homo sapiens), Q15084 | 90 min | inhibition, % at 9.99 µM | 350,000 compounds, 0.05% hits;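 active = mean replicate inhibition above about 25%, with every replicate also reaching it, limit read from the data, passing the limit was not always enough; inconclusive = only one of those two criteria met; inactive = neither criterion met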
S100A4 inh HTS – inhibitors of S100A4-myosin IIA peptide binding, primary screen, biochemical, fluorescence polarization, TAMRA-MyoIIA peptide; Protein S100-A4 (Homo sapiens), P26447; inhibition, % at 10.7 µM; 360,000 compounds, 0.14% hits;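 active = mean inhibition of at least 70% across replicates, with every replicate also reaching that level; inconclusive = mean inhibition reaches 70% but some replicates fall short; inactive = mean inhibition below 70%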
Target sequence (P26447 whole entry, looked up): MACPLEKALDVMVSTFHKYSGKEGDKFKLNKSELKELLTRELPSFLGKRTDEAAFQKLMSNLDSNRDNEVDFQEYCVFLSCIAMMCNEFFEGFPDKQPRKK
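Assay system: human S100A4 monomer with TAMRA-labelled myosin IIA peptide / Buffer or medium: Calcium-containing HEPES buffer, pH 7.2 / Reagent: TAMRA-labelled myosin IIA heavy-chain peptide probe, 5 nM / Compound: one dose per compound / Timing: polarization read 5 min after assay mix addition, stable 5–60 min / Benchmarks: neutral control DMSO, positive control TFP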
XiGFP reactiv – activators of inactive X chromosome reactivation, primary screen, imaging, XiGFP fibroblasts, GFP high-content imaging, set 2; 360,000 compounds, 0.055% hits; XiGFP mouse fibroblasts, % GFP-positive cells imaging, 3 d; cells co-treated with 5-aza-dC sensitizer; scaled so ellipticine positive control = 100%; activation, % at 7.58 µM; AID 743238, 2013;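 active = mean normalized replicate activation at least 10% and every replicate at or above 10%; inconclusive = only one of the two criteria met; inactive = mean below 10% and not all replicates reach 10%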;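 note: 0% = median of on-plate neutral control wells and 100% = ellipticine 6 µM median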
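assay system = SV40-immortalized XiGFP fibroblast cells, line 68-5-11 | buffer or medium = DMEM plus 5-aza-dC sensitizer | doses = single-point pinned compound dosing | times = 3-day compound exposure, then 15 min fixation at room temperature | benchmarks = positive control ellipticine, 6 µM final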
RAD54 branch – inhibitors of human RAD54 branch migration, primary screen, biochemical, fluorescence, single point. inhibition, % at 10.4 µM. DNA repair and recombination protein RAD54-like (Homo sapiens), Q92698. RAD54 Holliday junction branch migration, FAM/BHQ fluorescence. 360,000 compounds, 0.14% hits;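 active = mean normalized replicate activity at least 40 and at least half of replicates scoring 40 or more; inconclusive = only one of the two criteria met; inactive = mean below 40 and under half of replicates reaching 40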;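 note: 0% = median of neutral control wells and 100% = median of positive control wells; inhibitors cause a drop in the FAM fluorescence signal; in these data hits start at about 50%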
RAD52 inh – RAD52 DNA annealing inhibitors, primary screen, biochemical, FRET, single point, set 2 | DNA repair protein RAD52 homolog (Homo sapiens), P43351 | recombinant RAD52 DNA annealing, FRET fluorescence | inhibition, % at 18.7 µM | 360,000 compounds, 0.46% hits;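 active = every replicate showing at least 50% inhibition; inconclusive = mean inhibition at least 50% but not in every replicate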
esBAF inh – Bmi1 luciferase reporter increase in mESCs, primary screen, esBAF inhibitor project, mouse ES cells, Bmi1 luciferase knock-in, single point; reporter increase, % at 12.5 µM; 24 h; 100% = twice the neutral-well signal; AID 602393, 2012; 350,000 compounds, 2% hits; in the data active = activation above about 40%; inconclusive = no clear call, values can overlap the other calls;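 note: 0% = median of the plate's neutral control wells and 100% = double that signal; a rise in the Bmi1 reporter signal indicates esBAF inhibition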
* marks the source's active call; other numbers are inactive results.

How did CCOC(=O)c1c(C)[nH]c(C(=O)CN2C(=O)C(=O)N(CC(C)C)C2=O)c1C do in these assays?
ERAP1 inh: 0; ERp5 block: 3; S100A4 inh HTS: -6; XiGFP reactiv: -1.1; RAD52 inh: -14

Results for CCC(=O)N1CC2(C1)[C@H](c1ccc(-c3ccccc3)cc1)[C@@H](CO)N2S(C)(=O)=O ?
E-sel inducer: -0.3; ERAP1 inh: -3; ERp5 block: 2; S100A4 inh HTS: 0; XiGFP reactiv: 0.1; RAD52 inh: -49

How did N#C[C@H]1[C@@H](c2ccc(C#Cc3ccc(F)cc3)cc2)[C@H](CO)N1C(=O)C1CCCC1 do in these assays?
E-sel inducer: -0.6; ERAP1 inh: 3; ERp5 block: -1; S100A4 inh HTS: -12; XiGFP reactiv: -0.1; RAD54 branch: 11; RAD52 inh: -3; esBAF inh: 9

Results for O=C(CCCn1c(SCC(=O)Nc2ccccc2C(F)(F)F)nc2ccccc2c1=O)NCC1CCCO1 (configuration not stated) ?
ERAP1 inh: 0; ERp5 block: 0; S100A4 inh HTS: -9; XiGFP reactiv: 0.0; RAD54 branch: 7; RAD52 inh: -11; esBAF inh: 3

How did O=C(NCc1ccccc1F)c1ccc2ccccc2n1 do in these assays?
E-sel inducer: 0.0; ERAP1 inh: 0; ERp5 block: 1; S100A4 inh HTS: 3; XiGFP reactiv: 0.0; RAD54 branch: -7; RAD52 inh: -7; esBAF inh: 12

Results for CC(NC(=O)CSc1nnc2n1CCCCC2)c1ccccc1Cl (configuration not stated) ?
E-sel inducer: -0.1; ERAP1 inh: -2; ERp5 block: 1; S100A4 inh HTS: -1; XiGFP reactiv: 0.1; RAD54 branch: -2; RAD52 inh: -15; esBAF inh: -7

Results for O=c1cc(CN2CCCCCC2)nc2sccn12 ?
ERAP1 inh: -1; ERp5 block: -3; S100A4 inh HTS: 7; XiGFP reactiv: 0.3; RAD52 inh: -2

Results for C[C@H]1CN([C@@H](C)CO)C(=O)c2c(c3ccccc3n2C)-c2ccccc2CO[C@@H]1CN(C)C(=O)c1cc(Cl)cc(Cl)c1 ?
E-sel inducer: 1.1; ERAP1 inh: -1; ERp5 block: 0; S100A4 inh HTS: 2; XiGFP reactiv: 0.1; RAD52 inh: 14

How did CCCn1c(SCC(=O)NCc2ccc(OC)cc2)n[nH]c1=O do in these assays?
ERAP1 inh: 8; ERp5 block: 3; S100A4 inh HTS: 1; XiGFP reactiv: 0.1; RAD54 branch: 0; RAD52 inh: -9; esBAF inh: 3

How did N#CC1(NC(=O)COc2ccc(S(=O)(=O)N3CCCC3)cc2[N+](=O)[O-])CCCCC1 do in these assays?
E-sel inducer: 0.0; ERAP1 inh: 7; ERp5 block: -6; S100A4 inh HTS: -2; XiGFP reactiv: -0.1; RAD54 branch: -3; RAD52 inh: -2

Results for CCCCN(C)C(=O)c1[nH]c(C(F)(F)F)nc1-c1ccccc1 ?
E-sel inducer: 0.4; ERp5 block: 4; S100A4 inh HTS: -4; XiGFP reactiv: 0.0; RAD54 branch: 7; RAD52 inh: -11; esBAF inh: -4

What do the screens show for `CC1(c2nnnn2Cc2ccccc2)CCC(=O)N1Cc1cccs1` (configuration not stated)?
E-sel inducer: -0.1; ERAP1 inh: 2; ERp5 block: 3; S100A4 inh HTS: -3; XiGFP reactiv: 0.0; RAD52 inh: -8

Results for Cc1ccc2c(c1)C(=O)CC(O)(C(F)F)O2 (configuration not stated) ?
E-sel inducer: 3.5; ERAP1 inh: -1; ERp5 block: -8; S100A4 inh HTS: 0; XiGFP reactiv: 0.4; RAD52 inh: -10

Results for CS(=O)(=O)c1ccc(Cl)c(NC(=O)Cc2c(Cl)cccc2Cl)c1 ?
ERAP1 inh: 11; ERp5 block: -1; S100A4 inh HTS: -1; XiGFP reactiv: 0.0; RAD54 branch: 11; RAD52 inh: -13; esBAF inh: 1

What do the screens show for `Cc1ccc(C)c(NC(=O)Cc2nc(CNCC(C)C)cs2)c1`?
E-sel inducer: 0.3; ERAP1 inh: -7; ERp5 block: 2; S100A4 inh HTS: -1; XiGFP reactiv: 0.1; RAD54 branch: 2; RAD52 inh: -5; esBAF inh: -27

How did CC1CCCC(NC(=O)COC(=O)CN2C(=O)C3CCCCC3C2=O)C1C (configuration not stated) do in these assays?
E-sel inducer: 0.1; ERAP1 inh: 1; ERp5 block: 0; S100A4 inh HTS: -1; XiGFP reactiv: 0.3; RAD52 inh: -12

Results for O=C(N/C(=C\c1ccc([N+](=O)[O-])cc1)C(=O)N1CCCCC1)c1ccc(Br)o1 ?
E-sel inducer: 0.0; ERAP1 inh: 1; ERp5 block: 1; S100A4 inh HTS: 8; XiGFP reactiv: -0.1; RAD54 branch: -2; RAD52 inh: -12; esBAF inh: -1

Results for COc1ccccc1OCCCC(=O)Nc1nccs1 ?
E-sel inducer: 2.4; ERAP1 inh: -6; ERp5 block: 0; S100A4 inh HTS: -16; XiGFP reactiv: 0.2; RAD52 inh: 5; esBAF inh: 82*

What do the screens show for `COC(=O)c1ccc(C23CC4(C2)[C@H](CN(CC2CCCCC2)[C@@H]4c2ccccc2)C3c2ccc(C(F)(F)F)cc2)cc1` (some centres not stated)?
E-sel inducer: -0.1; ERAP1 inh: 6; ERp5 block: 11; S100A4 inh HTS: -2; XiGFP reactiv: 0.3; RAD52 inh: -32

Results for S=c1[nH]cnc2scc(-c3ccccc3)c12 ?
E-sel inducer: 0.3; ERAP1 inh: 2; ERp5 block: 6; S100A4 inh HTS: -2; XiGFP reactiv: -0.1; RAD54 branch: 4; RAD52 inh: -23; esBAF inh: -5

How did COc1ccc(CN(C)C[C@H]2OCCCC[C@H](C)Oc3ccc(NC(=O)Nc4ccc(F)cc4)cc3C(=O)N([C@H](C)CO)C[C@H]2C)cc1 do in these assays?
E-sel inducer: 0.1; ERAP1 inh: 2; ERp5 block: -4; S100A4 inh HTS: 10; XiGFP reactiv: inconclusive; RAD54 branch: -2; RAD52 inh: -9; esBAF inh: -3

How did COC(=O)C[C@H]1CC[C@H]2[C@@H](COc3ccc(NC(=O)c4ccc(F)c(F)c4)cc3C(=O)N2C)O1 do in these assays?
E-sel inducer: 0.0; ERAP1 inh: 3; ERp5 block: 10; S100A4 inh HTS: -7; XiGFP reactiv: 0.0; RAD54 branch: -3; RAD52 inh: 8; esBAF inh: -2

What do the screens show for `CC1=NN(C(C#N)c2ccc(F)cc2)C(C)(C)C1` (configuration not stated)?
E-sel inducer: -0.4; ERAP1 inh: 2; ERp5 block: 3; S100A4 inh HTS: -1; XiGFP reactiv: 0.3; RAD52 inh: 2

How did N[C@@H]1CC[C@H](CCn2cc(-c3ccccn3)nn2)O[C@H]1CO do in these assays?
E-sel inducer: 0.1; ERAP1 inh: 1; ERp5 block: 4; S100A4 inh HTS: 8; XiGFP reactiv: 0.2; RAD54 branch: -2; RAD52 inh: 1; esBAF inh: 5

Results for O=C(NCC1CCCO1)c1ccc[nH]1 (configuration not stated) ?
ERAP1 inh: -5; ERp5 block: -1; S100A4 inh HTS: -2; XiGFP reactiv: 0.2; RAD54 branch: 10; RAD52 inh: -12; esBAF inh: -5

Results for C[C@@H]1CCCCO[C@@H](CN(C)C(=O)CCCN(C)C)[C@H](C)CN([C@@H](C)CO)C(=O)c2cc(NC(=O)Nc3ccc4c(c3)OCO4)ccc2O1 ?
E-sel inducer: 0.4; XiGFP reactiv: 0.1; RAD54 branch: 6; esBAF inh: -6

What do the screens show for `N#C[C@H]1[C@H](c2ccc(-c3cccc(F)c3)cc2)[C@H](CO)N1C(=O)CN1CCOCC1`?
E-sel inducer: -0.1; ERAP1 inh: -3; ERp5 block: 5; S100A4 inh HTS: 9; XiGFP reactiv: 0.0; RAD54 branch: -3; RAD52 inh: -7; esBAF inh: -3

Results for C[C@H](O)C#Cc1ccc2c(c1)O[C@H](CN(C)C(=O)C1CC1)[C@@H](C)CN([C@H](C)CO)S2(=O)=O ?
E-sel inducer: 0.2; ERAP1 inh: 1; ERp5 block: -3; S100A4 inh HTS: 3; XiGFP reactiv: 0.1; RAD54 branch: -9; RAD52 inh: 5; esBAF inh: -13

How did Cc1cccc(OCC(=O)N(Cc2ccccc2)c2c(N)n(Cc3ccccc3)c(=O)[nH]c2=O)c1 do in these assays?
E-sel inducer: -0.4; ERAP1 inh: 2; ERp5 block: 5; S100A4 inh HTS: 1; XiGFP reactiv: 0.0; RAD54 branch: 0; RAD52 inh: -19; esBAF inh: -9

What do the screens show for `O=C(NCc1ccccc1Cl)c1ccncc1`?
E-sel inducer: 0.4; ERAP1 inh: 3; ERp5 block: 4; S100A4 inh HTS: 0; XiGFP reactiv: 0.1; RAD54 branch: -8; RAD52 inh: 2; esBAF inh: -13

How did Nc1ccc(S(=O)(=O)c2ccccc2)nc1 do in these assays?
E-sel inducer: 0.2; ERAP1 inh: -1; ERp5 block: 6; S100A4 inh HTS: 6; XiGFP reactiv: 0.0; RAD54 branch: 2; RAD52 inh: -11; esBAF inh: 5

What do the screens show for `CC(C)OCCCNC(=S)N1CCC(C(=O)c2ccc(F)cc2)CC1`?
E-sel inducer: -0.2; ERAP1 inh: 3; ERp5 block: 2; S100A4 inh HTS: -2; XiGFP reactiv: -0.1; RAD54 branch: -9; RAD52 inh: -13; esBAF inh: 5

Results for Cc1ccc(NC(=S)NCc2ccccc2Cl)c(C)c1 ?
E-sel inducer: -0.2; ERAP1 inh: -2; ERp5 block: -1; S100A4 inh HTS: 3; XiGFP reactiv: -0.1; RAD52 inh: 4

Results for CSCCC(Nc1ccc(S(=O)(=O)N2CCOCC2)cc1[N+](=O)[O-])C(=O)OCC(=O)N(C(C)C)C(C)C (configuration not stated) ?
E-sel inducer: -1.4; ERAP1 inh: -4; ERp5 block: -2; S100A4 inh HTS: 0; XiGFP reactiv: 0.1; RAD52 inh: -17
